core dimer inh: HCV core protein dimerization inhibition; TR-FRET GST/Flag-core106 dimerization, 1536-well; inhibition, % at 5 µM; actives 0.33% (n = 300,000); AID 1899;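 active = inhibition above the mean of all tested compounds plus 3 SD, set per screening campaign, cut at about 45% in these data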
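Assay system: GST-tagged and Flag-tagged HCV core protein residues 1-106 / Times: compound-protein-antibody incubation 4 h at 22.5 °C / Signal: time-resolved FRET, ex 340 nm, em 617 and 671 nm / Evaluation: % inhibition based on acceptor/donor emission ratio / Benchmarks: wells lacking GST-core106 and wells with excess unlabelled core106 / Repeats: singlicate, one well per compound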
PP5 inh: inhibitors of human protein phosphatase 5 (PP5); actives 0.18% (n = 320,000); purified PP5c, OMFP substrate fluorescence; P53041; inhibition, % at 6.7 µM;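 active = inhibition above the campaign's mean inhibition across all tested compounds plus 3 SD, cut at about 9.5% in these data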;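 note: 0% = DMSO only and 100% = 100 µM cantharidin control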
Target sequence (P53041 whole entry, looked up): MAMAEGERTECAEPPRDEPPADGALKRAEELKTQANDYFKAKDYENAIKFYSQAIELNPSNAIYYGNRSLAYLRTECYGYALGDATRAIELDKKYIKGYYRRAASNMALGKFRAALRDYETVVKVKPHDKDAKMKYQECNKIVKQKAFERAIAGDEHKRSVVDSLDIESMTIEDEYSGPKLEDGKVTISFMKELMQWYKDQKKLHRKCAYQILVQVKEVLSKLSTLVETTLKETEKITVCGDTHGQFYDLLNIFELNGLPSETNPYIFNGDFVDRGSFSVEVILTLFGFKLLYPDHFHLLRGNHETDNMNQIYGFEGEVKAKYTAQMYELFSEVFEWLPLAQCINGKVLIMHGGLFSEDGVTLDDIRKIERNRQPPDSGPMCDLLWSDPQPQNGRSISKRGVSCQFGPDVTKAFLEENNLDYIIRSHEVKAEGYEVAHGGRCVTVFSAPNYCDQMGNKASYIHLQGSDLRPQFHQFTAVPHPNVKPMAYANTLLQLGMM
CTSL1 counter: counter-screen for PFM18AAP inhibitors: inhibitors of F. hepatica cathepsin L1; recombinant F. hepatica cathepsin L1, Z-Leu-Arg-MCA fluorescence; inhibition, % at 5.96 µM; actives 0.49% (n = 300,000);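 active = inhibition above the mean of all tested compounds plus 3 SD, set per screening campaign, cut at about 17% in these data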;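 note: 0% = plate median of test compound wells and 100% = 1 µM Z-Phe-Ala-diazomethylketone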
TPT1 inhibitor: C. albicans TPT1 enzyme inhibition | recombinant caTPT1, FP RNA substrate dephosphorylation | inhibition, % at 5 µM | actives 0.81% (n = 300,000) | AID 1962;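 active = inhibition above the mean of all tested compounds plus 3 SD, set per screening campaign, cut at about 24% in these data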;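 note: plate controls were DMSO alone for no effect and ferristatin control at 100 nM for full effect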
PP1 inh: PP1-alpha (human) inhibition in PP5 counter-screen; P62136; AID 2235; inhibition, % at 6.7 µM; actives 0.9% (n = 320,000); purified PP1alpha, OMFP fluorescence;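 active = inhibition above the mean inhibition of all tested compounds plus 3 SD, computed separately for each screening campaign, cut at about 15% in these data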
Target sequence (P62136 whole entry, looked up): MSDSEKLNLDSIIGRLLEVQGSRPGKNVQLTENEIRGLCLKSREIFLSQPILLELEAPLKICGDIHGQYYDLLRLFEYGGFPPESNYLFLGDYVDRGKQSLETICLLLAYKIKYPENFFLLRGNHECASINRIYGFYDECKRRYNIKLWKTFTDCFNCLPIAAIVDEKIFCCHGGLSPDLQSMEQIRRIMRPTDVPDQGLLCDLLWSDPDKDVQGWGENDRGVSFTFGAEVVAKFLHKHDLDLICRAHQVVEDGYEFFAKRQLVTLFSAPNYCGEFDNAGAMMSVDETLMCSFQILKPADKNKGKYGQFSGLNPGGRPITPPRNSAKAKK
Efflux pump mplx: blocks antifungal efflux pumps in multiplex yeast assay; S. cerevisiae Candida pump triplex, Nile Red efflux; inhibition, % at 10 µM; actives 0.44% (n = 330,000);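 active = plate passing quality check with inhibition over a set limit, or well fluorescence over plate mean plus 4 SD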;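 note: Nile Red retained in pooled yeast measured as flow cytometry median fluorescence; 0% = buffer negative control and 100% = Enniatin B positive control; higher means more Nile Red kept so more efflux inhibition; some compounds called inactive have numbers as strong as hits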
ZTA DNA inh: ZTA (EBV) inhibition in EBNA-1 counter-screen; P03206; ZTA-DNA binding, fluorescence polarization; inhibition, % at 11 µM; actives 0.15% (n = 320,000); in the data active = inhibition above about 33%
EBNA-1 inhibitor: blocks EBNA-1 binding to DNA; EBNA-1 DNA binding, fluorescence polarization; inhibition, % at 14.8 µM; actives 0.34% (n = 300,000); AID 1950; in the data active = inhibition above about 28%
PREPL inhibitor: inhibits the human prolyl oligopeptidase-like enzyme | inhibition, % at 5.96 µM | Q4J6C6 | actives 0.68% (n = 320,000) | recombinant PREPL, fluorescence polarization activity-based probe; in the data active = inhibition above about 43%;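 note: 0% = enzyme with DMSO and 100% = wells lacking enzyme; many of its hits are not listed in these tables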
* marks the source's active call; other numbers are inactive results; / = not tested or not shown. Only part of the results is shown; rates above refer to the full screens.

Second line of a record: core dimer inh, PP5 inh, CTSL1 counter, TPT1 inhibitor, PP1 inh, Efflux pump mplx, ZTA DNA inh, EBNA-1 inhibitor, PREPL inhibitor
> CCOc1ccc(/C(O)=C2/C(=O)C(=O)N(CCOCCO)C2c2ccccc2)cc1 (stereo not given)
 : -1, 1.9, -1, 0, -3, 0.0, -6, 6, 3
> N#Cc1ccc(OC(=O)Cc2ccsc2)cc1
 : 10, -0.2, -8, 2, -1, 0.3, 5, 3, -1
> CC1(C)CC(=O)C2=C(C1)NC(=O)NC2c1ccccc1 (stereo not given)
 : -2, 3.4, 0, -3, 2, 0.0, 1, 2, 3
> Cc1ccc([N+](=O)[O-])c(OCc2ncc(Cl)n2C)c1
 : -1, 0.5, -1, -2, -1, 0.1, -7, -9, 9
> CC(=O)N1CCCN(Cc2cn(-c3ccc(C)cc3)nc2-c2ccc(F)cc2)CC1
 : -2, 1.5, 1, -2, 5, -0.1, -9, 9, -27
> CCN(CC(=O)Nc1ccc2c(c1)OCCO2)C(=O)CC1CCCC1
 : -3, 1.1, -2, -6, 1, -0.1, 1, 6, 1
> O=C(NCc1ccco1)C(=O)NCC1OCCN1S(=O)(=O)c1ccc(F)cc1 (stereo not given)
 : 20, -2.2, -1, -6, 4, -0.1, -2, 5, -4
> COc1ccc(NC(=S)Nc2ccc3cn[nH]c3c2)cc1
 : -4, 0.1, 0, 0, 3, 0.1, -15, -3, 34
> CC1(C)SC2c3ccccc3C(=O)N2[C@@H]1C(=O)NCCCN1CCOCC1 (stereo not given in full)
 : -1, -4.2, 0, 6, -8, 0.0, 6, -1, -7
> CCCOC(=O)/C(=C\c1ccc([N+](=O)[O-])o1)NC(=O)c1ccccc1
 : -6, 0.2, 3, 13, -10, 0.6, 16, -8, 8
> COc1ccccc1C(=O)NCCC(=O)N(C)CC(=O)Nc1c(Cl)cccc1Cl
 : 1, -0.9, 3, 4, -4, 0.1, -7, -2, -9
> CC(C)Nc1c(N)c(=O)oc2ccccc12
 : -11, 0.6, 3, 4, -5, 0.0, 8, -1, 0
> CCn1c(SCC(=O)N/N=C/c2c[nH]c3ccccc23)nnc1-c1ccc(C)cc1
 : 2, -0.3, 5, 1, 10, -0.1, 19, 5, 26
> CCCCCn1c(CN2CC(C)OC(C)C2)nc2c1c(=O)n(C)c(=O)n2C (stereo not given)
 : -4, 2.1, 0, 3, 1, 0.0, 8, 11, 0
> O=C(O)CCCNC(=O)CCCNC(=O)C(c1ccccc1)c1ccccc1
 : 6, -1.1, -1, -4, -1, -0.1, -8, 8, -3
> COc1ccc(Cl)cc1NC(=S)N1CCN(c2ccccn2)CC1
 : -3, 2.8, -2, -2, -1, -0.1, -11, -1, 0
> COc1cc(-n2nc(C)c3c2OC(N)=C(C#N)C3c2ccccc2)c(Cl)c(Br)c1O (stereo not given)
 : -2, -1.8, 5, 14, -3, -0.1, 7, -2, 8
> Cc1ccnc(SCC(=O)N2CCCc3ccccc32)n1
 : -1, -0.5, -3, -4, 1, 0.0, -4, 0, 6
> Cc1onc(-c2c(Cl)cccc2Cl)c1C(=O)Nn1cnnc1
 : 2, 1.3, -2, 4, -4, 0.0, -10, 2, 3
> Cc1ccc(C)c(S(=O)(=O)NCc2ccc(C(=O)N3CCN(c4ccccc4)CC3)cc2)c1
 : 13, -0.3, 0, -1, 0, -0.2, 3, 2, 21
> CC(C)c1nccn1CCC(=O)O
 : -3, 4.1, -1, -2, -2, 0.1, -17, -8, 8
> Cc1ccc(S(=O)(=O)N/N=C/c2cc(Br)ccc2O)cc1
 : 8, -0.8, 1, -2, -3, 0.2, 16, 6, 3
> Cc1cc(NC(=O)c2cc(C)on2)n(-c2ccccc2)n1
 : -3, 0.6, -2, 2, 3, 0.0, 1, 1, -1
> COc1ccc(S(=O)(=O)N2CCCCC2)cc1NC(=O)CCCOc1ccccc1
 : /, 5.4, /, /, 2, -0.2, 1, /, 12
> COc1cccc(-n2c(SCC(=O)NCc3cccs3)nc3ccccc3c2=O)c1
 : 2, 1.5, 2, -2, 2, -0.3, -5, 2, -5
> Cc1cc(C)nc(NC(=O)c2cccs2)c1
 : -3, 1.4, 3, 1, 2, 0.2, -4, -7, 3
> Cc1nc(-c2ccc(S(=O)(=O)N3CCN(C(c4ccccc4)c4ccccc4)CC3)s2)cs1
 : 14, -0.6, -2, -3, 6, 0.1, 6, -4, -3
> CCCCn1c(N)c(N(CCOC)C(=O)c2cc3c(s2)CCC(C)C3)c(=O)[nH]c1=O (stereo not given)
 : 7, 0.0, -2, 3, -4, -0.1, 2, -1, -2
> O=C(NNCc1ccc(O)cc1)c1ccccc1Cl
 : -1, -3.2, -1, -2, 1, -0.2, 15, 0, 7
> CCOc1cc(S(=O)(=O)Nc2ncn[nH]2)ccc1Br
 : 0, -1.5, 2, -3, 0, 0.3, 0, 6, -3

(further entries)
Second line of a record: core dimer inh, PP5 inh, CTSL1 counter, TPT1 inhibitor, PP1 inh, Efflux pump mplx, ZTA DNA inh, EBNA-1 inhibitor, PREPL inhibitor
> O=S(=O)(Nc1ccc(-n2cccc2)cc1)c1ccc(Cl)cc1Cl
 : 5, 5.7, 0, -5, 2, 0.1, 8, -4, -53
> CCOP(=O)(OCC)C(NC(=O)Nc1ccccc1)C(N)=O (stereo not given)
 : -5, 0.4, -3, -3, -3, 0.0, 0, 1, 5
> Cc1ccc(C(=O)N(CN2CCCC2=O)c2ccccc2)cc1C
 : 6, -0.5, 2, -1, -4, -0.1, 20, 14, 9
> CC1CC(C)(C)CC2(C1)NC(=O)N(CC(=O)OCc1ccc(Br)cc1)C2=O (stereo not given)
 : /, 0.9, /, /, 1, 0.3, 4, /, -6
> O=C(CNC(=O)C1CCCCC1)Nc1cc(Cl)cc(Cl)c1
 : -2, 1.2, -5, 1, -2, -0.1, 14, 2, 2
> COc1ccccc1NC(=O)C(C)OC(=O)CN1C(=O)C2CC=CCC2C1=O (stereo not given)
 : -5, -0.2, -2, -2, 1, -0.1, -8, -5, 3
> COc1ccc(/C=C(/NC(=O)c2ccc([N+](=O)[O-])cc2)C(=O)NCCCN(C)C)cc1
 : -4, -0.2, -1, -6, -4, 0.0, 1, 4, 5
> C=CCc1cccc(/C=N/NC(=O)CNc2cccc3ccccc23)c1O
 : 2, 2.6, -2, -3, 5, 0.0, -5, 6, 4
> O=C(N=C1SC2CS(=O)(=O)CC2N1c1ccc(F)cc1F)C1CC1 (stereo not given)
 : -12, 1.3, 0, -3, -6, -0.2, -3, 2, 13
> COCCN1Cc2cccc(C(=O)NCc3cccs3)c2C1=O
 : 7, 0.2, 0, -2, -2, 0.0, 3, -1, 0
> O=C(O)C1CCCCC1C(=O)Nc1ccccn1 (stereo not given)
 : 0, 2.6, -4, -2, 0, -0.1, 19, 8, 2
> COc1cccc(C(=O)Nc2ccc(C(=O)c3ccncc3)cc2)c1
 : -13, -0.2, -1, 3, 2, 0.2, 2, -6, -4
> CC(C)NC(=O)c1ccc(CS(=O)(=O)c2ccc(Br)cc2)o1
 : 4, 2.8, -1, 4, -8, 0.3, 5, 2, 1
> COc1ccc(OC)c(NC(=O)CC2(CC(=O)O)CCCC2)c1
 : -3, 2.8, 2, 0, -1, 0.2, 2, -2, 3
> Cc1onc(-c2ccccc2)c1C(=O)N1CCN(c2ccccn2)CC1
 : -14, -1.0, -2, -3, -1, 0.0, 9, 8, 9
> Cc1ccc(Nc2ncccc2C(=O)NCc2cccs2)c(C)c1
 : 2, 6.5, 0, 2, 0, 0.0, -5, -7, 10
> O=C(Nc1ccc(Cl)cc1C(=O)NCc1cccnc1)c1ccco1
 : 3, 1.2, 1, 1, 0, -0.1, 4, 10, 7
> CCC(C(=O)O)n1cnc2scc(-c3ccc(C)c(C)c3)c2c1=O (stereo not given)
 : 8, 2.2, -1, -1, -2, 0.0, 117*, 1, -2
> CC(=O)Nc1ccc(-c2csc(NC=C3C(=O)OC(C)(C)OC3=O)n2)cc1
 : -8, -0.8, 2, -1, -2, 0.1, -3, -2, 4
> CSc1cccc(-n2ccc(=O)c(C)c2C)c1
 : -10, -0.1, -1, -1, 5, -0.1, -22, 2, 19
> CC(=O)Nc1ccc(OCC(O)Cn2nc(C)c(Br)c2C)cc1 (stereo not given)
 : -3, 0.2, 3, -4, -1, -0.1, -17, 0, 15
> COC(=O)C1=COC(C)C2CN3CCc4c([nH]c5ccccc45)C3CC12 (stereo not given)
 : -9, 5.4, -1, -14, 20*, 0.4, 10, -11, 33
> COc1cc(C(=S)N2CCC(C(N)=O)CC2)ccc1O
 : -6, -2.5, 2, -5, -7, -0.1, 9, 7, -1
> CCNC(=O)Cn1cc(C(F)(F)F)cc(Cl)c1=O
 : 2, -0.3, 3, -1, -4, 0.0, 11, 9, -1
> CCCCNC(=S)N/N=C/c1ccc(C)s1
 : -5, 0.6, 4, -3, -1, -0.1, -17, 10, 6
> O=C(c1ccccc1F)N1CCN(Cc2cccc(Cl)c2)CC1
 : 7, -0.8, 0, 1, -2, 0.1, 1, 5, 1
> Nn1c(SCC(=O)Nc2ccc(N3CCOCC3)cc2)nnc1-c1ccccc1F
 : /, -0.9, /, /, -5, -0.2, 12, /, 2
> O=C(COC(=O)c1ccc(Cl)nc1)Nc1ccc2c(c1)OCCO2
 : /, -1.4, /, /, -6, -0.2, -5, /, 3
> CCOc1ccccc1NC(=O)CCS(=O)(=O)c1ccc2c(c1)CC(C)N2C(C)=O (stereo not given)
 : 1, -1.1, -1, -2, -3, 0.0, 18, 6, -6
> Cc1nc(-c2cccc(S(=O)(=O)N3CC(C)OC(C)C3)c2)cs1 (stereo not given)
 : 1, -1.3, -1, 3, 0, 0.0, -5, 1, 0

Following part.
Second line of a record: core dimer inh, PP5 inh, CTSL1 counter, TPT1 inhibitor, PP1 inh, Efflux pump mplx, ZTA DNA inh, EBNA-1 inhibitor, PREPL inhibitor
> CCOc1ccc2ccccc2c1CNc1nnnn1CC
 : -4, -1.1, 1, -4, 3, -0.1, -22, -8, -8
> O=C1/C(=C/C=C/c2ccco2)SC(=S)N1NS(=O)(=O)c1ccccc1
 : 65*, -1.7, 12, 85*, 21*, 1.5*, 70*, 44*, 13
> Cn1nnnc1SCc1ccc(CSc2nnnn2C)cc1
 : 8, -1.7, -1, 55*, -2, -0.1, 16, -3, 4
> CN(C)CCCNc1ccc(-c2n[nH]c(=O)c3ccccc23)cc1[N+](=O)[O-]
 : 12, -0.5, 0, -6, -4, 0.0, 16, -6, 39

Two entries from above, with tabs:
Molecule	core dimer inh	PP5 inh	CTSL1 counter	TPT1 inhibitor	PP1 inh	Efflux pump mplx	ZTA DNA inh	EBNA-1 inhibitor	PREPL inhibitor
CCOc1ccc2ccccc2c1CNc1nnnn1CC	-4	-1.1	1	-4	3	-0.1	-22	-8	-8
O=C1/C(=C/C=C/c2ccco2)SC(=S)N1NS(=O)(=O)c1ccccc1	65*	-1.7	12	85*	21*	1.5*	70*	44*	13
